PLAP inhibitors HTS – inhibition of human placental alkaline phosphatase – biochemical, luminescence, HTS (AID 690); hit rate 0.08% among 96,000; one-dose inhibition, % at 20 µM; IC50 in µM for titrated hits; purified PLAP, luminescent substrate; higher % means a stronger effect; in the data active means a potency from the dose series; inactive means the rest, 99 in 100 with inhibition below about 30%; further: strong numbers were not always called active
Bcl-B displacement – displacers of TR3 peptide from Bcl-B, primary screen, selectivity assay for Bfl-1 inhibitor project, biochemical, fluorescence polarization; FP displacement of FITC-TR3 peptide from Bcl-B; higher % means a stronger effect; displacement, % at 20 µM; hits with a dose series show IC50 in µM; hit rate 0.11% among 96,000; AID 748;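 active means displacement above 50% at 20 µM plus a fluorescence interference ratio under 1.5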;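 further: plate controls were wells without compound for no effect and wells lacking Bcl-B protein for full effect; a part of the inactive calls stands beside numbers as strong as those of hits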
IL1B NFkB pot – enhances IL-1B driven NFkB nuclear translocation; HUVEC IL-1B NFkB p65 nuclear translocation imaging; activation, % at 2 µM; hit rate 0.3% among 94,000; AID 819;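 active means activation above 40%, about the mean plus 3 SD, also judged a hit on visual image review; inconclusive means activation above 40% but not a hit on visual review; inactive means activation not above 40% and no visual hit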;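 further: percent activation is computed from the nuclear over cytoplasmic p65 intensity ratio; values of inactives mirror those of a sister screen read the other way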
NFkB transloc inh – blocks IL-1B driven NFkB nuclear translocation in HUVEC cells. HUVEC IL-1B NFkB p65 nuclear translocation imaging. inhibition, % at 2 µM. hit rate 0.43% among 94,000. AID 796;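 active means inhibition above about 30% together with a positive call from visual inspection of the well image, limit read from the data; inconclusive means inhibition above a set limit but visual check negative; inactive means inhibition not above a set limit, visual check negative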;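 further: nuclear over cytoplasmic p65 intensity ratio measured by imaging; 0% = IL-1B stimulated DMSO wells and 100% = unstimulated DMSO wells; values of inactives mirror those of a sister screen read the other way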
MRP resist rev – MRP-mediated drug resistance reversal; differential viability (reversal), % at 10 µM; hit rate 0.04% among 85,000; H69AR cells + 2 uM doxorubicin, CellTiter-Glo, 72 h;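 active means viability drop by adding the cancer drug above about 55%, with treated viability meeting a 40% cutoff, limit read from the data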;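 further: viability without doxorubicin minus viability with 2 µM doxorubicin for each compound; larger differential means the compound sensitizes cells more to doxorubicin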
MRP resist rev cytotoxicity – second read-out of MRP resist rev, no call of its own (marks repeat the call); viability, %; H69AR cells, CellTiter-Glo, 72 h; measured here: cytotoxicity without doxorubicin
MRP resist rev with doxorubicin – second read-out of MRP resist rev, no call of its own (marks repeat the call); viability, %; measured here: viability with 2 uM doxorubicin; stronger effect = lower value
NFkB transloc inh cell count 2 µM – also measured in NFkB transloc inh; calls as there; cell count; measured here: cells passing quality filter;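 raw number of nuclei counted in each imaged well without normalization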
IL1B NFkB pot cell count 2 µM – further read-out of IL1B NFkB pot, marked with its call; cell count; measured here: cells passing quality filter
An asterisk follows results filed as active; u = inconclusive; x = no result given. An excerpt (hit frequency here may not be typical).

SMILES	PLAP inhibitors HTS	Bcl-B displacement	IL1B NFkB pot	IL1B NFkB pot cell count 2 µM	NFkB transloc inh	NFkB transloc inh cell count 2 µM	MRP resist rev	MRP resist rev cytotoxicity	MRP resist rev with doxorubicin
COC(=O)C1=C(C(=O)OC)SC2(S1)C(C(=O)OC)=C(C(=O)OC)SC1=C2c2cccc(C)c2NC1(C)C	-80%	-12%	-5	176	5	176	-10	60	71
Cc1c(NC(=O)C(C)Oc2ncnc3ccccc23)c(=O)n(-c2ccccc2)n1C (stereo not given)	2%	-4%	-6	158	6	158	4	100	96
C=CCn1c(COc2ccc(Cl)cc2)nnc1SCC(=O)N1CC(=O)Nc2ccccc21	-59%	1%	8	163	-8	163	16	100	84
Cc1ccc2nc(SC(C)C(=O)N3CCCC3)[nH]c2c1 (stereo not given)	x	x	5	143	-5	143	11	95	84
Cc1ccc(-c2nnn(CC(=O)N(c3ccccc3)C(C(=O)NC3CCCC3)c3ccco3)n2)o1 (stereo not given)	35%	-4%	-3	131	3	131	2	83	80
Cc1noc(C)c1COC(=O)[C@H](C)NS(=O)(=O)c1ccc(Cl)c(Cl)c1	-59%	2%	2	162	-2	162	12	93	81
O=C(C1CCCN(S(=O)(=O)c2cccc3cccnc23)C1)N1CCN(c2ccc(F)cc2)CC1 (stereo not given)	-61%	-3%	13	178	-13	178	2	81	79
COc1ccc(Cl)cc1N1CC(C(=O)Nc2nccs2)CC1=O (stereo not given)	-19%	-4%	3	149	-3	149	x	x	x
c1ccc(-c2nc3nonc3nc2-c2ccccc2)cc1	17%	6%	-8	140	8	140	0	2	2
CCCc1nnc(SCc2ccc(OC)cc2)n1N	14%	-19%	22	130	-22	130	-3	93	95
O=C(Nc1ccc(C(=O)N2CCOCC2)cc1)c1cccs1	2%	-17%	-1	107	1	107	0	99	99
O=C(CCc1ccc(S(=O)(=O)N2CCOCC2)cc1)N1CCCC1	-3%	0%	31	182	-31	182	x	x	x
CCN(CC)NC(=S)Nc1ccccc1	19%	-1%	-1	122	1	122	x	x	x
CC1(C)Cc2c(c(-c3ccccc3)[nH]c(=O)c2C#N)CS1	-30%	1%	1	76	0	76	-13	97	110
COc1ccc(Cn2c(C)c(C)c(C#N)c2NC(=O)Nc2cccc(Cl)c2)cc1	11%	-12%	x	x	x	x	-4	36	40
O=C(CSc1ccccc1)Nc1ccncc1	8%	-10%	u	x	-46	113	4	100	96
CCOC(=O)N1CCN(C(=O)c2ccc3c(=O)n(CCC4=CCCCC4)c(=S)[nH]c3c2)CC1	-19%	-2%	-3	137	3	137	19	43	24
Cc1nc2c(s1)sc1ccccc12	13%	-10%	6	171	-6	171	13	94	81
COCCNC(=O)CN(C(=O)CCC(=O)Nc1cc(C)on1)c1ccc(C)cc1C	-35%	3%	-5	147	5	147	9	90	81
O=C(O)CCc1ccc(-c2ccccc2)n1-c1cccc(O)c1	-50%	-22%	10	148	-10	148	2	97	95
CCN1c2cccc3cccc(c23)S1(=O)=O	20%	71%	x	x	x	x	4	94	89
O=C(NCCc1ccccc1)C1CCN(C(=O)NCc2ccccc2)CC1	x	x	-1	118	1	118	8	94	86
COC(=O)CNC(=O)C1CCN(C(=O)OCc2ccccc2)CC1	4%	4%	16	116	-16	116	x	x	x
CC(=O)Cc1nsc(NC(=O)c2cc(-c3ccccc3Cl)oc2C)n1	-66%	-3%	-14	169	14	169	-11	92	104
CCCCOC(=O)NC(NCC(O)c1ccccc1)(C(F)(F)F)C(F)(F)F (stereo not given)	3%	10%	-1	172	1	172	-13	82	95
CC1CCCN(Cc2c(O)ccc3c(=O)c(-c4nc5ccccc5s4)c(N)oc23)C1 (stereo not given)	-88%	7%	0	175	0	175	x	x	x
CCc1c(C)sc(NC(=O)c2cc(-c3ccc(O)cc3)on2)c1C#N	-2%	1%	10	123	-10	123	-10	56	66
Cc1cc(NC(=O)CSc2nnc(-c3ccc4c(c3)OCCO4)o2)no1	11%	0%	0	155	0	155	-82	2	84
COCCCNc1nc2c(c(=O)[nH]c(=O)n2C)n1CC(O)COc1ccccc1 (stereo not given)	-23%	1%	-4	127	4	127	22	82	60
Cc1nnc(SC(=O)N2c3ccccc3Sc3ccccc32)s1	4%	4%	x	x	x	x	x	x	x
COC(=O)CC/C(O)=C1\C(=O)CC(C)(C)CC1=Nc1ccccc1OC	-12%	7%	-1	144	1	144	-34	29	63
Cc1cc(C)c2c(=O)n(CC(=O)NCCCN3CCN(c4ccccc4F)CC3)sc2n1	-49%	-1%	x	x	x	x	-1	0	1
CN(C(=O)c1ccno1)c1nnc(-c2ccccn2)s1	x	17%	14	117	-14	117	2	102	100
O=C(c1cncc(Br)c1)N1CCN(c2ccc(N3CCOCC3)nn2)CC1	-7%	21%	-14	159	14	159	-1	100	101
COc1ccc(NC(=O)N2CCCC2)cc1OC	9%	0%	-2	127	2	127	-9	99	109
Cc1onc(-c2ccccc2)c1C(=O)Nc1cccc(OC(C)C)c1	18%	2%	13	111	-13	111	x	x	x
COc1ccc(C(=O)CSc2nc3nc(C)cc(C)n3n2)cc1OC	-7%	-2%	-2	195	2	195	3	79	76
CC(C)C12CN3CC(C(C)C)(CN(C1)C3c1ccccc1O)C2=O (stereo not given)	-13%	10%	28	155	-28	155	-20	95	115
CCOC(=O)C1=NOC(CNC(=O)C2=NOC(CNC(=O)c3c(-c4ccccc4Cl)noc3C)C2)C1 (stereo not given)	-2%	-2%	-2	101	2	101	x	x	x
COCC(=O)Nc1ccc(S(=O)(=O)Nc2ncccn2)cc1	15%	-7%	9	176	-9	176	x	x	x
O=c1c2c([nH]c3ccc(Br)cc13)CCCC2	15%	6%	x	x	x	x	-31	68	99
O=C(Cc1ccccn1)Nc1ccccc1	13%	4%	0	176	0	176	-11	93	104
CC(=O)N(CCCN1CCOCC1)Cc1ccncc1	11%	3%	-4	175	4	175	-3	101	103
c1ccc(C2=Nn3c(nnc3-c3cccnc3)SC2)cc1	9%	-5%	-9	193	9	193	3	70	66
COc1ccc(OC)c(N=C(C)C2=C(O)COC2=O)c1	-17%	2%	x	x	x	x	-27	22	49
COc1ccc(C2SCCN2S(=O)(=O)c2ccc(NC(C)=O)cc2)cc1 (stereo not given)	4%	18%	5	162	-5	162	-40	48	88
CN(C)C(CNC(=O)CN1C(=O)NC2(CCc3ccccc32)C1=O)c1ccco1 (stereo not given)	-64%	14%	14	71	-14	71	17	94	77
O=C(c1ccc2c(c1)OCO2)N1CCOCC1	x	x	-2	113	2	113	-13	96	109
CCCc1cc(=O)[nH]c(SCC(=O)Nc2c(C)cccc2C)n1	15%	-6%	28	185	-28	185	-4	93	96
O=C(N/N=C\c1cc(Br)cs1)C1COc2ccccc2O1 (stereo not given)	-5%	2%	-7	141	8	141	-26	27	53
COc1ccc(C(=O)NN)cc1COc1ccc(Br)cc1	-8%	5%	-1	148	1	148	x	x	x
Cc1cc(C)c(S(=O)(=O)Nc2cccnc2)c(C)c1	5%	2%	x	x	x	x	-11	96	107
O=C(NCc1ccc2c(c1)OCO2)C1CCC(CNc2c(N3CCCCC3)c(=O)c2=O)CC1 (stereo not given)	-40%	-4%	0	40	0	40	x	x	x
O=C(CSc1nnnn1-c1ccccc1Cl)Nc1ccc2c(c1)OCCO2	12%	-4%	-15	46	15	46	14	93	80
CC(C)CNC(=S)NC1CC2CCCC(C1)N2Cc1ccco1 (stereo not given)	-4%	6%	20	111	-20	111	x	x	x
O=C1C(C=NCc2cccnc2)=C(O)c2ccccc21	-7%	4%	2	143	-2	143	5	88	83
CCC(C(=O)O)N1C(=O)c2ccccc2C1=O (stereo not given)	-6%	-7%	2	173	-2	173	0	103	103
CCOc1ccc(C(c2c(O)nc(SC)n(C)c2=O)c2c(O)nc(SC)n(C)c2=O)cc1	-2%	-3%	-11	134	11	134	x	x	x
CCN=C1SC(CC(=O)Nc2sc(C)c(C)c2C(=O)OC)C(=O)N1CC (stereo not given)	-13%	14%	4	117	-4	117	11	81	70
COc1ccc(CCNc2oc(COc3ccccc3F)nc2C#N)cc1OC	-74%	-17%	14	157	-14	157	x	x	x
(continued)
SMILES	PLAP inhibitors HTS	Bcl-B displacement	IL1B NFkB pot	IL1B NFkB pot cell count 2 µM	NFkB transloc inh	NFkB transloc inh cell count 2 µM	MRP resist rev	MRP resist rev cytotoxicity	MRP resist rev with doxorubicin
Cc1ccc2nsnc2c1S(=O)(=O)NCc1cccnc1	-9%	-7%	-18	159	18	159	11	100	90
CN(Cc1cnn(C)c1)C(=O)c1cc2ccccc2oc1=O	8%	-11%	-13	143	13	143	10	102	93
Cc1cc(F)c(F)c(C(=O)N2CCN(C)CC2)c1Cl	-6%	2%	39	163	-39	163	-3	88	92
NC1=NC2(CCCCC2)N(c2ccc(F)cc2)C(N)=N1	x	x	2	140	-2	140	8	90	82
Cc1cccc(CCNC(=O)C2CCCN(S(=O)(=O)c3cnc[nH]3)C2)c1 (stereo not given)	-22%	0%	0	58	0	58	-16	98	114
Cc1nc2scc(-c3ccccc3)c2c(=O)o1	-19%	-2%	7	125	-7	125	5	98	93
COc1ccc(NC(=S)Nc2ccccn2)c(OC)c1	1%	31%	5	56	-5	56	x	x	x
Cc1noc(C)c1C(=O)Nc1ccc2c(c1)CCC2	1%	-7%	16	136	-16	136	9	95	86
O=C(NCc1cc(C(F)(F)F)cc(C(F)(F)F)c1)C1CC(c2ccccc2[N+](=O)[O-])=NO1 (stereo not given)	16%	12%	1	121	-1	121	x	x	x
c1cnc(N2CCN(c3ncnc4c3oc3ccccc34)CC2)nc1	-22%	4%	x	x	x	x	-10	82	91
CC1CCCCN1S(=O)(=O)c1ccc2c(c1)oc(=O)n2CC(=O)O (stereo not given)	-6%	-21%	-2	67	2	67	-14	79	93
COc1ccc(C(=S)NC2CCCCC2)cc1	12%	4%	-4	135	4	135	x	x	x
CC(C)CSc1nsc(N)n1	14%	-2%	-13	175	13	175	3	108	105
O=C(NCc1ccco1)C1CC(=O)N(c2ccc(O)cc2)C1 (stereo not given)	28%	-14%	6	113	-6	113	3	94	91
CCC(C)c1ccc(O)c(NC(=O)c2ncn[nH]2)c1 (stereo not given)	-82%	-9%	35	125	-35	125	10	107	97
O=C(CSc1nnc(-c2cccnc2)n1-c1ccccc1)Nc1ccccn1	-4%	-1%	12	106	-12	106	7	94	87
Cc1cccc(C)c1OCC(O)Cn1nnc2ccccc21 (stereo not given)	-7%	1%	4	163	-4	163	13	91	77
COC(=O)c1ccc(C(=O)OC)c(N)c1	-13%	4%	-4	205	4	205	-1	90	90
COc1ccc(CCNC(=O)CSc2nc3c(c(=O)n(C)c(=O)n3C)n2C(C)C)cc1OC	-43%	-3%	40	133	-40	133	15	90	75
